# Bioassay records (PubChem)
# KOR beta-arrestin-1 = KOR antagonists, beta-arrestin recruitment, cell-based, luminescence, uHTS (AID 1778) | KOR beta-arrestin recruitment, luminescence, antagonist mode; higher % means a stronger effect | inhibition, % at 10 µM, or IC50 in µM where a hit was titrated | 290,000 compounds, 0.091% hits; also: strong numbers were not always called active
# HIV fusion peptide = inhibitors of HIV fusion peptide binding, primary screen, biochemical, uHTS, fluorescence dequenching (AID 1986). cell-free peptide binding, fluorescence dequenching, 30 min; higher % means a stronger effect. inhibition, % at 20 µM; hits with a dose series show IC50 in µM. 290,000 compounds, 0.3% hits; in the data active = inhibition mostly above about 52%, no sharp cut-off; inactive = mostly below about 76%; also: some results filed as inactive read as strong as hits
# NOD2 inhibition = NOD2 signaling inhibitors, cell-based, luminescence, uHTS, HEK293 (AID 1566) | 290,000 compounds, 0.63% hits | inhibition, % at 4 µM; hits with a dose series show EC50 in µM | HEK293 NOD2/NF-kB luciferase reporter, luminescence; higher % means a stronger effect; also: many of its hits are not listed in these tables
# NOD1 inhibition = NOD1 signaling inhibitors, primary screen, cell-based, luminescence, uHTS (AID 1578); NOD1-driven NF-kB luciferase reporter cells, luminescence; higher % means a stronger effect; inhibition, % at 4 µM, or EC50 in µM where a hit was titrated; 290,000 compounds, 1% hits; in the data active = inhibition mostly above about 36%, no sharp cut-off; inactive = mostly below about 34%;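 also: HEK-293T reporter cells stimulated with the NOD1 agonist gamma-tri-DAP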
# GPR55 beta-arrestin = GPR55 agonists via beta-arrestin recruitment, primary screen, imaging, U2OS cells, beta-arrestin-GFP redistribution (AID 1961); one-dose activation, % at 10 µM; EC50 in µM for titrated hits; 290,000 compounds, 0.048% hits; U2OS GPR55 beta-arrestin-GFP redistribution imaging; higher % means a stronger effect;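 active = activation above 40% with more than 50 cells counted in the well; inconclusive = wells holding fewer than 50 cells, flagged as toxic or sparse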;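 also: U2OS osteosarcoma cells stably expressing GPR55 and beta-arrestin-GFP; plate controls were DMSO negative control for no effect and LPI positive control for full effect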
# GPR35 arrestin U2OS = inhibition of zaprinast-stimulated GPR35 beta-arrestin translocation – imaging, U2OS, beta-arrestin-GFP, zaprinast agonist, primary screen (AID 2058); inhibition, % at 10 µM; hits with a dose series show IC50 in µM; 290,000 compounds, 0.052% hits; U2OS GPR35 beta-arrestin-GFP translocation imaging, zaprinast antagonism; higher % means a stronger effect;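 active = inhibition of at least 50% with at least 30 cells and total cytoplasm GFP at most 10,000,000; inconclusive = under 30 cells or total GFP of 10,000,000 plus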
# KOR beta-arrestin-2 = KOR agonists, beta-arrestin recruitment, primary screen, cell-based, luminescence, uHTS (AID 1777); KOR beta-arrestin recruitment, luminescence; higher % means a stronger effect; activation, % at 10 µM, or EC50 in µM where a hit was titrated; 280,000 compounds, 0.02% hits; in the data active = activation above about 50%, passing the limit was not always enough; also: a part of the inactive calls stands beside numbers as strong as those of hits
# GPR55 LPI antagonism = inhibition of LPI-stimulated GPR55 beta-arrestin translocation – imaging, U2OS, beta-arrestin-GFP, LPI agonist, primary screen (AID 2013). U2OS GPR55 beta-arrestin-GFP translocation imaging, LPI antagonism; higher % means a stronger effect. one-dose inhibition, % at 10 µM; IC50 in µM for titrated hits. 290,000 compounds, 0.13% hits;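 active = spots per cell inhibited over 60%, with over 100 cells counted and total cytoplasm intensity under 500,000; inconclusive = wells with under 100 cells, flagged as likely toxic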;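 also: U2OS cells stably carrying GPR55 and arrestin-GFP stimulated by 5 µM LPI near EC80; imaged beta-arrestin-GFP aggregate spots per cell after agonist stimulation; plate controls were LPI-stimulated DMSO wells for no effect and DMSO wells without LPI for full effect; some results filed as inactive read as strong as hits; confirmed hits need IC50 under 10 µM and bright autofluorescent wells are also inconclusive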
# Myeloid diff 2 = promotes myeloid progenitor differentiation; ER-HoxA9 myeloid progenitors, lysozyme-GFP differentiation, flow cytometry; calls only at 10 µM; 360,000 compounds, 1% hits; AID 624256;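 active = normalized GFP-positive differentiation at or above the plate's own cutoff, the solvent-only control mean plus 3 SD; inconclusive = no clear call, values can overlap the other calls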;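 also: cells exposed to compound for four days before flow analysis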
# Myeloid diff 2 GFP+ MAC1+ % = further read-out of Myeloid diff 2, marked with its call; GFP+ MAC1+ double positive, %; measured here: differentiation confirmed by MAC1 staining
# Starred values were filed as active, the others as inactive; i = inactive; ? = inconclusive; . = no result given; [ ] = another dose, or the depositor's remark. Rule as the data show it, unless noted: active = inhibition above about 50%; inactive = the rest. An excerpt; rates above refer to the full screens.
SMILES,KOR beta-arrestin-1,HIV fusion peptide,NOD2 inhibition,NOD1 inhibition,GPR55 beta-arrestin,GPR35 arrestin U2OS,KOR beta-arrestin-2,GPR55 LPI antagonism,Myeloid diff 2,Myeloid diff 2 GFP+ MAC1+ %
COc1cc(C2/C(=C(\O)c3ccc4c(c3)OCCO4)C(=O)C(=O)N2Cc2ccccc2)ccc1O (centres undefined),-1%,0.9%,1%,-4%,-0.2%,-7%,4.1%,-8%,i,0.0
OCCNc1ccc(Cl)cc1,4%,-1.6%,16%,4%,0.0%,1%,2.9%,6%,i,0.7
Cc1cccc(OCC(=O)Nc2sc3c(c2C#N)CCC3)c1,18%,0.5%,-40%,-31%,0.8%,15%,-5.8%,16%,i,1.4
CCc1ccccc1NC(=O)c1ccc2snnc2c1,-2%,1.6%,-16%,-15%,-0.2%,-1%,2.6%,5%,?,.
COc1ccc(CN2CCOCCOCCN(Cc3ccc(OC)cc3)CCOCCOCC2)cc1,-12%,0.9%,-13%,-5%,-0.2%,10%,4.1%,14%,i,0.7
CC(=O)C1C(c2cccc(F)c2)c2c(n[nH]c2C)CC1(C)O (centres undefined),2%,-0.8%,19%,-9%,-0.1%,-10%,9.7%,1%,i,0.3
COc1ccc(C(=O)Nc2sc3c(c2C(=O)NCc2ccco2)CCCC3)cc1OC,-1%,0.5%,.,.,-0.1%,-1%,-0.7%,11%,i,0.2
COc1cc(S(=O)(=O)NCCCN2CCOCC2)ccc1Cl,-16%,-1.7%,25%,7%,-0.1%,12%,-0.6%,5%,i,1.4
CC(=O)NC12CC3CC(C1)CC(C(=O)OCC(=O)Nc1ncc(Cl)c(C)c1Cl)(C3)C2,-10%,1.1%,14%,14%,-0.2%,14%,1.8%,4%,i,0.5
CCCc1c(C(=O)Nc2ccc(N3CCOCC3)cc2)cnn1-c1ccccc1,14%,-1.9%,17%,-8%,-0.2%,1%,4.1%,4%,i,0.2
O=c1cc(CNc2ccc(Br)cc2)nc2sccn12,-6%,2.0%,-51%,-33%,0.1%,-6%,14%,4%,i,2.2
CCCCN1C(=O)C(NC(=O)c2cccnc2)(C(F)(F)F)C2=C1CC(C)(C)CC2=O (centres undefined),11%,-2.3%,0%,-6%,0.0%,23%,3.3%,4%,i,0.7
CN(C)N1C(N)=C(C#N)C(c2cccc3ccccc23)C2=C1CC(c1ccccc1)CC2=O (centres undefined),17%,5.0%,-5%,36%,-0.2%,-1%,12%,5%,i,0.3
O=C(Nc1ccncc1)c1cncc(Br)c1,-60%,-2.5%,15%,32%,-0.2%,-14%,-2.9%,-2%,i,0.8
COC(=O)c1sc2ccccc2c1NC(=O)c1ccc(S(=O)(=O)N2CCCCC2C)cc1 (centres undefined),53%,-0.9%,6%,-20%,-0.2%,-12%,-2.6%,5%,i,0.5
O=C(CCN1C(=O)c2ccccc2C1=O)OCN1C(=O)c2ccccc2C1=O,-16%,-0.7%,16%,11%,-0.1%,8%,-5.8%,48%,i,0.7
Cc1cc(Cl)ccc1NC(=S)NCc1ccco1,1%,-1.6%,7%,-7%,1.1%,-13%,-2.2%,4%,i,0.6
CCCCOc1ccc(C(=O)Nc2ccc(SC(F)F)cc2)cc1OC,-23%,0.9%,0%,-19%,-0.3%,4%,8.3%,1%,i,0.3
COc1ccc(/C=N/NC(=O)c2ccc(N(C)S(=O)(=O)c3ccccc3)cc2)cc1OC,-17%,-2.1%,14%,-12%,-0.2%,0%,-6.4%,2%,i,1.0
Cc1cnc(C(=O)OCC(=O)c2ccc(-c3ccccc3)cc2)cn1,14%,-0.5%,-2%,-35%,0.0%,6%,-0.3%,10%,i,0.9
Cc1ccc(NC(=O)CN2CCN(c3ccccn3)CC2)c(Cl)c1,-9%,1.0%,-27%,-44%,0.0%,8%,5.2%,2%,i,0.6
Cc1nn(C)c(C)c1NC(=O)c1cc2nc(-c3ccco3)cc(C(F)(F)F)n2n1,3%,0.6%,23%,-10%,-0.1%,-1%,4.8%,6%,i,0.3
CSc1ncccc1C(=O)OCc1ccccc1F,2%,1.1%,3%,-22%,-0.1%,13%,2.8%,5%,i,0.6
O=C(NC1CCCCC1)[C@H](O)[C@@H](O)C(=O)NC1CCCCC1,2%,-0.8%,9%,20%,0.2%,1%,2.1%,-10%,i,1.7
O=C1N=C(N2CCCCC2)S/C1=C\c1ccc(Br)cc1,-16%,3.2%,-40%,-27%,-0.1%,3%,3.9%,-3%,i,0.2
Cc1ccc(OC(=O)COc2ccccc2C)c(-n2nc3ccccc3n2)c1,-4%,5.8%,3%,-29%,0.1%,-2%,0.3%,0%,i,0.8
COC(=O)C1=CN(C)C=C(C(=O)OC)C1c1ccsc1,28%,1.6%,9%,7%,-0.2%,10%,-1.7%,-2%,i,2.5
CCN(CC)C(=O)CSc1nc2ccccc2c(=O)[nH]1,-21%,-2.2%,1%,-7%,0.3%,13%,3.4%,1%,i,0.6
COc1cccc(NC(=S)Nc2cc(C(=O)O)ccc2N2CC3CC(C2)c2cccc(=O)n2C3)c1 (centres undefined),-41%,1.1%,-6%,-13%,1.3%,-2%,3.2%,-14%,i,0.1
COc1ccc(N2CCN(CCOc3ccc4c(C)cc(=O)oc4c3)CC2)cc1,-25%,-2.3%,12%,-4%,-0.1%,2%,-2.4%,3%,i,0.8

# 3 compounds already listed, sorted by heavy-atom count, descending:
SMILES,KOR beta-arrestin-1,HIV fusion peptide,NOD2 inhibition,NOD1 inhibition,GPR55 beta-arrestin,GPR35 arrestin U2OS,KOR beta-arrestin-2,GPR55 LPI antagonism,Myeloid diff 2,Myeloid diff 2 GFP+ MAC1+ %
CCCc1c(C(=O)Nc2ccc(N3CCOCC3)cc2)cnn1-c1ccccc1,14%,-1.9%,17%,-8%,-0.2%,1%,4.1%,4%,i,0.2
Cc1cccc(OCC(=O)Nc2sc3c(c2C#N)CCC3)c1,18%,0.5%,-40%,-31%,0.8%,15%,-5.8%,16%,i,1.4
Cc1cc(Cl)ccc1NC(=S)NCc1ccco1,1%,-1.6%,7%,-7%,1.1%,-13%,-2.2%,4%,i,0.6

# Other results
SMILES,KOR beta-arrestin-1,HIV fusion peptide,NOD2 inhibition,NOD1 inhibition,GPR55 beta-arrestin,GPR35 arrestin U2OS,KOR beta-arrestin-2,GPR55 LPI antagonism,Myeloid diff 2,Myeloid diff 2 GFP+ MAC1+ %
COc1ccccc1N(C)S(=O)(=O)c1ccc(C(=O)OCC(=O)NCCC2=CCCCC2)cc1,20%,-0.7%,11%,-9%,0.6%,1%,2.4%,3%,i,0.2
C=CCN1C(=O)C(Cc2ccc(OCC)cc2)S/C1=N\N=C\c1cccs1 (centres undefined),5%,1.9%,18%,-2%,-0.1%,16%,0.0%,5%,i,1.2
CC(C)(C)C(=O)NC1(C(F)(F)F)NC(=O)N(c2ccc(F)cc2)C1=O (centres undefined),-14%[20 µM],-1.4%,15%,-9%,-0.1%,-13%,-4.5%,-5%,i,0.3
O=C(Nc1ccc(F)cc1)c1nc2c(nnn2Cc2cccc3ccccc23)c(=O)[nH]1,-9%,27%,-27%,4%,0.7%,0%,-0.8%,10%,i,1.8
Cc1nn2cc(-c3ccc(Cl)cc3)cnc2c1Cl,12%,-1.2%,-54%,-44%,0.1%,-14%,-10%,7%,i,0.5
CCOc1cc(/C=N/NC(=O)Cn2nc([N+](=O)[O-])cc2C)cc(Br)c1OCc1ccccc1C,-24%,73%,8%,-32%,-0.1%,-13%,-6.6%,-7%,i,0.4
COCCn1c(SCC(=O)Nc2cccc(NC(C)=O)c2)nc2c([nH]c3ccccc32)c1=O,33%,-3.6%,0%,-43%,0.0%,0%,3.0%,4%,i,1.3
O=C(O)c1ccc(/C=N/NC(=O)C(O)(c2ccccc2)c2ccccc2)cc1,-1%,0.3%,12%,-15%,-0.1%,12%,5.9%,-3%,i,1.1
O=C(O)CCCCCCCCCCCc1ccccc1,-11%,29%,20%,4%,-0.2%,15%,-2.0%,11%,i,2.2
CC(=O)Oc1ccc(C(=O)Nc2ccccc2C(=O)Nc2ccc(C(=O)O)cc2)cc1,-33%[20 µM],1.4%,18%,-7%,-0.2%,2%,0.9%,-3%,i,0.6
O=C(CSc1nnc(-c2ccccc2O)n1Cc1ccccc1)NNC(=O)c1ccccc1O,12%,16%,-11%,-1%,0.3%,-5%,1.1%,15%,i,0.7
O=C(NC1CCCC1)c1n[nH]c2ccccc12,-14%,0.2%,-57%,-29%,0.2%,-6%,3.4%,4%,i,1.0
CCCCCNC(=O)c1cn(CC)c2cc(N3CCN(C)CC3)c(F)cc2c1=O,-9%,0.2%,10%,-10%,0.3%,-4%,3.2%,1%,i,0.3
Cc1ccsc1C(=O)Nc1ccc2c(c1)OCCO2,24%,2.8%,-106%,-26%,-0.1%,18%,-1.8%,10%,i,0.6
Cc1ccc(CN=Cc2[nH]c3ccc(Br)c(Cl)c3c2O)cc1,-14%,-1.5%,7%,-11%,2.1%,?,-0.6%,?,i,2.1
N=c1c2cn[nH]c2nc(SCC(=O)c2ccc(Br)cc2)n1-c1ccc(Br)cc1,-13%,0.9%,13%,-36%,-0.7%,-11%,-3.3%,15%,i,1.4
O=C(CCC1CCCN(Cc2ccc3c(c2)CCO3)C1)NCc1ccc(F)c(F)c1 (centres undefined),22%[20 µM],1.3%,-5%,-36%,-0.1%,-3%,.,15%,i,0.2
CCn1c(N2CCN(CC(=O)c3c(C)n(C)c4ccc(OC)cc34)CC2)nc2c1c(=O)[nH]c(=O)n2C,12%,0.9%,20%,-5%,0.4%,0%,-1.4%,2%,i,1.6
COC(=O)[C@H](Cc1c[nH]c2ccccc12)NC(=O)Cc1c[nH]c2ccccc12,12%,-1.1%,-4%,-7%,0.0%,4%,0.2%,-17%,i,0.6
NS(=O)(=O)c1ccc(CNC(=O)c2csc3c2CCCC3)cc1,3%,2.4%,-5%,-18%,-0.1%,8%,-7.2%,12%,i,0.2
CCOC(=O)N1CCN(Cc2nc3cc(NC(C)=O)ccc3n2CC)CC1,-15%,-1.5%,-10%,10%,0.6%,8%,0.1%,0%,i,0.7
Cc1ccc(S(=O)(=O)N2CCCCC2)cc1NC(=O)CSc1ncn[nH]1,-8%,-2.5%,-6%,-13%,-0.7%,-4%,5.8%,8%,i,0.3
CCOc1ccc2c(c1)c(C(C)=O)c(C)n2-c1ccccc1,9%,-2.2%,27%,10%,-0.1%,2%,-7.5%,-1%,i,0.1
O=C(CCCC(=O)N(c1ccc(F)cc1)C(C(=O)NC1CCCC1)c1ccc(O)cc1)Nc1ccccn1 (centres undefined),20%,-1.1%,-10%,-31%,0.2%,7%,-4.5%,-4%,i,0.6
Cc1ccc(NC(=O)NC2CCCCCCC2)cc1C,-15%,0.2%,-11%,-59%,-0.1%,-6%,3.2%,0%,i,2.9
